High-throughput results (PubChem)
TRPC6 activator: mouse TRPC6 channel activators, primary screen, cell-based, HEK293, membrane potential dye; Short transient receptor potential channel 6 (Mus musculus), Q61143; HEK293-TRPC6 membrane potential dye fluorescence; active compounds read high; B-score at 10 µM; 0.13% of 310,000 active;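 active = B-score of the integrated fluorescence ratio above library mean plus 3 SD, and starting fluorescence ratio within library mean plus 5 SD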;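 note: higher score means more depolarization so channel activation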
Target sequence (Q61143 whole entry, looked up): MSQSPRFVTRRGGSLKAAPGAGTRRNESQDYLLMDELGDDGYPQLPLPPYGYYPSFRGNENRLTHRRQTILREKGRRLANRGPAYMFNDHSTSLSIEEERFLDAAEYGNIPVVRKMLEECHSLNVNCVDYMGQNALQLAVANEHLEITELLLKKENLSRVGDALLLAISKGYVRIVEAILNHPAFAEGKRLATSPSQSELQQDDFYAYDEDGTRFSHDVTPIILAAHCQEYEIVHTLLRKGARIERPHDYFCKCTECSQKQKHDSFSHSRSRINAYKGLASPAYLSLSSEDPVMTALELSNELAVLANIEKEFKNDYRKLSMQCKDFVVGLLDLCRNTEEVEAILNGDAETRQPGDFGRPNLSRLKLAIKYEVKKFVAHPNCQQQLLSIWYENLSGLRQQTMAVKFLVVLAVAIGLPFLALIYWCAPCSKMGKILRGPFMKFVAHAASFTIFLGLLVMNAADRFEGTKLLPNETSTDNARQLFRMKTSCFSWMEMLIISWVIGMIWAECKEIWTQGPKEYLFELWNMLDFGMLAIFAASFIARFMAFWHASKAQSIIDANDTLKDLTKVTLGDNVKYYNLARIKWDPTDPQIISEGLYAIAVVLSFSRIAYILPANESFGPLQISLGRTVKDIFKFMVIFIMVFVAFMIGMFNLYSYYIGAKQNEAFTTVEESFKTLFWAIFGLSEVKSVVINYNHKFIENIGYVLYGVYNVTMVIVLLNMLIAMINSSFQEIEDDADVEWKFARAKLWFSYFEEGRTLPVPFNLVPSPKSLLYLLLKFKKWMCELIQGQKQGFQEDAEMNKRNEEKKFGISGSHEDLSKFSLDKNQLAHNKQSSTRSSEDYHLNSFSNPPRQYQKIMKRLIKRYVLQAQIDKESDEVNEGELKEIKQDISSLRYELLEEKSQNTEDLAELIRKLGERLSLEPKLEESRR
RGS4 block: RGS4 inhibitors, primary screen, cell-based, HEK293 M3R inducible RGS4, calcium flux; Regulator of G-protein signaling 4 (Homo sapiens), P49798; Fluo-4 calcium flux; active compounds read high; triggered by carbachol at its EC20; B-score at 10 µM; 0.45% of 310,000 active; AID 463165, 2010;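 active = B-score, a plate-corrected calcium signal, over three deviations above library mean, with baseline fluorescence within five deviations of library mean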;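 note: RGS4 expression induced by doxycycline in cells with stable M3 receptor; B-score is computed from the integrated fluorescence ratio over baseline after carbachol; higher B-score means a larger calcium signal and so more RGS4 inhibition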
Target sequence (P49798 whole entry, looked up): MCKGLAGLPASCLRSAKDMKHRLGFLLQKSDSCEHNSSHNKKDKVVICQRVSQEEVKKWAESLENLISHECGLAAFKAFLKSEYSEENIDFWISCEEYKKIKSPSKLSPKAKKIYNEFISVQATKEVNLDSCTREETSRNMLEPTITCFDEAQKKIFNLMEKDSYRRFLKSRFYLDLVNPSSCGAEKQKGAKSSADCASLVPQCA
MrgX1 PAM: positive allosteric modulators of MrgX1, primary screen, HEK293 cells, Fluo-4 calcium flux; Mas-related G-protein coupled receptor member X1 (Homo sapiens), Q96LB2; FDSS; active compounds read high; B-score at 10 µM; 0.63% of 310,000 active;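 active = plate-corrected calcium response at least 3 library SD above typical, normal starting fluorescence, not activating the receptor alone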;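 note: compound read alongside a low EC10 to EC30 dose of BAM8-22 agonist; peak minus trough fluorescence over baseline measured at the second addition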
TRPC4 inh: inhibitors of mouse TRPC4 channel, primary screen, Fluo4 calcium, HEK293 TRPC4beta/mu-opioid cells; Short transient receptor potential channel 4 (Mus musculus), Q9QUQ5; DAMGO-evoked Fluo4 calcium flux; active compounds read low; B-score at 10 µM; 0.39% of 300,000 active;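 active = B-score over 3 SD under the library average, no early fluorescence shift, positive overall ratio signal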
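Material: HEK293 cells with stable TRPC4beta plus mu-opioid receptor expression / Probe or stimulus: DAMGO in two steps, submaximal then maximal / Compound: single concentration per test compound / Technique: kinetic Fluo4 fluorescence imaging of calcium influx / Read-out: per-well B score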
TRPC4 act: activators of mouse TRPC4 channel, primary screen, Fluo4 calcium, HEK293 TRPC4beta/mu-opioid cells; Short transient receptor potential channel 4 (Mus musculus), Q9QUQ5; Fluo4 calcium fluorescence; active compounds read high; B-score at 10 µM; 0.49% of 310,000 active; AID 2237, 2010;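 active = B-score above 5 SD of library B-scores, and initial fluorescence ratio not above library mean plus 5 SD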;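 note: positive B-score marks a calcium rise read as TRPC4 activation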
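Material: HEK293 stable line with TRPC4beta plus mu-opioid receptor; technique: Fluo4 calcium-sensitive dye fluorescence, kinetic, 1 Hz baseline; timing: Fluo4 dye loading 45 min at room temperature, 110 s recording; controls: assay buffer as low control, maximal DAMGO as high control; read-out: integrated baseline-normalised fluorescence ratio, converted to per-well B score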
TRPC6 inh: mouse TRPC6 channel inhibitors, primary screen, cell-based, HEK293, membrane potential dye; Short transient receptor potential channel 6 (Mus musculus), Q61143; ACh-evoked depolarization; active compounds read low; B-score at 10 µM; 1.1% of 310,000 active;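 active = B-score under library mean minus 3 SD, initial fluorescence not abnormally high, positive integrated signal ratio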;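 note: B-score derived from integrated fluorescence ratio over the kinetic read; more negative B-score means stronger inhibition of depolarization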
ANO1 block: TMEM16A chloride channel inhibitors, primary screen, cell-based, HTS; Anoctamin-1 (Mus musculus), Q8BHY3; HEK293 TMEM16A/YFP iodide influx fluorescence, ionomycin; normalized B-score (activity score, 25-100; higher = stronger inhibition) at 10 µM; 1.2% of 310,000 active; AID 588511, 2011;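 active = ratio plate-corrected score three or more library SD toward inhibition, starting fluorescence score within five deviations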;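 note: score derived from kinetic fluorescence span divided by baseline fluorescence per well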
TRPC4 potent: positive allosteric modulators of TRPC4, primary screen, cell-based, mouse TRPC4beta, HEK293 mu-opioid, Fluo-4 calcium; DAMGO EC20, Fluo-4 Ca2+ flux; active compounds read high; Short transient receptor potential channel 4 (Mus musculus), Q9QUQ5; B-score at 10 µM; 0.42% of 310,000 active;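 active = B-score of calcium response area above 5 SD of library B-scores, with initial fluorescence ratio within 5 SD of library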;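 note: B-score of integrated fluorescence ratio over time as area under calcium response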
MrgX1 agonist: agonists of human MrgX1 receptor, primary screen, HEK293 cells, Fluo-4 calcium flux. Mas-related G-protein coupled receptor member X1 (Homo sapiens), Q96LB2. Fluo-4 calcium fluorescence, agonist mode; active compounds read high. B-score at 10 µM. 0.44% of 310,000 active. AID 588627, 2011;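 active = calcium response B-score plate-corrected fluorescence ratio at least 3 library SD, with starting fluorescence B-score inside 5 SD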
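Test system: HEK293 cells stably expressing human MrgX1 receptor; Input: fifteen thousand cells per well; Dosing: compound delivered in addition one of three; Schedule: overnight seeding, then 1 h dark dye loading; Technique: Fluo-4 NW calcium fluorescence; Measure: B-scored fluorescence response ratio; Controls: positive and negative controls per plate.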
MrgX1 antag: antagonists of human MrgX1 receptor, primary screen, HEK293 cells, Fluo-4 calcium flux. Mas-related G-protein coupled receptor member X1 (Homo sapiens), Q96LB2. BAM8-22 antagonism; active compounds read low. B-score at 10 µM. 1.3% of 310,000 active. AID 588676, 2011;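 active = calcium-response B-score plate-corrected more than 3 library SD below zero, starting fluorescence within 5 deviations, no agonist response on first addition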;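 note: peak minus trough fluorescence over baseline after final BAM8-22 challenge near maximal dose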
TMEM16A act: TMEM16A chloride channel activators or potentiators, primary screen, cell-based, HTS | HEK293 TMEM16A/YFP-H148Q/I152L, iodide quench fluorescence; active compounds read low | Anoctamin-1 (Mus musculus), Q8BHY3 | B-score at 10 µM | 0.3% of 340,000 active;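 active = fluorescence-ratio B-score plate-corrected deviation score at least 3 library SD below zero, with starting fluorescence score within 5 deviations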;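 note: channel opened by trigger with iodide after compound preincubation; score built on the fluorescence ratio of max minus min over baseline; more negative score means more quench and so TMEM16A activation or potentiation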
* marks the source's active call; other numbers are inactive results. Compounds were not picked by outcome; about 5.8% have a hit in one of these screens.

CC(C)(C)C1CCc2[nH]nc(C(=O)O)c2C1 (stereo not given) was read as MrgX1 PAM inactive, ANO1 block inactive, MrgX1 agonist inactive, MrgX1 antag inactive and TMEM16A act inactive.
Screening CCOC(=O)c1c(S(=O)(=O)N2CCCCCC2)c(C)n(C)c1C returned TRPC6 activator inactive, RGS4 block inactive, MrgX1 PAM inactive, TRPC4 inh inactive, TRPC4 act inactive, TRPC6 inh inactive, ANO1 block inactive, TRPC4 potent inactive, MrgX1 agonist inactive, MrgX1 antag inactive and TMEM16A act inactive.
For COc1ccc(OC)c(-c2nc(CN(C)C(C)c3ccncn3)c(C)o2)c1 (stereo not given) the results were TRPC6 activator inactive, RGS4 block inactive, MrgX1 PAM inactive, TRPC4 inh inactive, TRPC4 act inactive, TRPC6 inh inactive, ANO1 block inactive, TRPC4 potent inactive, MrgX1 agonist inactive, MrgX1 antag inactive and TMEM16A act inactive.
`COc1cc(C(=O)O[C@H]2C/C(C)=C/CC[C@@]3(C)O[C@@H]3[C@H](O)[C@@H]2C(C)C)cc(OC)c1OC` gave TRPC6 activator inactive, RGS4 block inactive, MrgX1 PAM inactive, TRPC4 inh inactive, TRPC4 act inactive, TRPC6 inh inactive, ANO1 block inactive, TRPC4 potent inactive, MrgX1 agonist inactive, MrgX1 antag inactive and TMEM16A act inactive.
O=C(NN1CCN(Cc2ccccc2Cl)CC1)c1ccc(Br)cc1 was read as TRPC6 activator inactive, RGS4 block inactive, MrgX1 PAM inactive, TRPC4 inh inactive, TRPC4 act inactive, TRPC6 inh inactive, ANO1 block inactive, TRPC4 potent inactive, MrgX1 agonist inactive, MrgX1 antag inactive and TMEM16A act inactive.
O=c1c(Cc2ccccc2)c(O)nc2n1CCCS2 was read as TRPC6 activator inactive, RGS4 block inactive, MrgX1 PAM inactive, TRPC4 inh inactive, TRPC4 act inactive, TRPC6 inh inactive, ANO1 block inactive, TRPC4 potent inactive, MrgX1 agonist inactive, MrgX1 antag inactive and TMEM16A act inactive.
For CCOc1ccc(N(CC(=O)Nc2ccc3c(c2)OCCO3)S(=O)(=O)c2c(C)noc2C)cc1 the results were TRPC6 activator inactive, RGS4 block inactive, MrgX1 PAM inactive, TRPC4 inh inactive, TRPC4 act inactive, TRPC6 inh inactive, ANO1 block inactive, TRPC4 potent inactive, MrgX1 agonist inactive, MrgX1 antag inactive and TMEM16A act inactive.
Screening O=[N+]([O-])c1cccc(N/N=C/c2ccc(N3CCOCC3)cc2)c1 returned TRPC6 activator inactive, RGS4 block inactive, MrgX1 PAM inactive, TRPC4 inh inactive, TRPC4 act inactive, TRPC6 inh inactive, ANO1 block inactive, TRPC4 potent inactive, MrgX1 agonist inactive, MrgX1 antag inactive and TMEM16A act inactive.
For COc1ccc(CC(=O)NCCc2ccc(OC)c(OC)c2)cc1 the results were TRPC6 activator inactive, RGS4 block inactive, MrgX1 PAM inactive, TRPC4 inh inactive, TRPC4 act inactive, TRPC6 inh inactive, ANO1 block inactive, TRPC4 potent inactive, MrgX1 agonist inactive, MrgX1 antag inactive and TMEM16A act inactive.
Screening CC(C)c1cc(C(=O)N2CCN(C(c3ccccc3)c3ccccc3)CC2)no1 returned TRPC6 activator inactive, RGS4 block inactive, MrgX1 PAM inactive, TRPC4 inh inactive, TRPC4 act inactive, TRPC6 inh inactive, ANO1 block inactive, TRPC4 potent inactive, MrgX1 agonist inactive, MrgX1 antag inactive and TMEM16A act inactive.
CCOc1ccc(NC(=O)c2ccc(C#CC(C)(C)O)cc2)cc1 was read as TRPC6 activator inactive, RGS4 block inactive, MrgX1 PAM inactive, TRPC4 inh inactive, TRPC4 act inactive, TRPC6 inh inactive, ANO1 block inactive, TRPC4 potent inactive, MrgX1 agonist inactive, MrgX1 antag inactive and TMEM16A act inactive.
Cc1ccc(C)c(NC(=O)c2cc(-c3cc(C)cc(C)c3O)n[nH]2)c1 was read as TRPC6 activator inactive, RGS4 block inactive, MrgX1 PAM inactive, TRPC4 inh inactive, TRPC4 act inactive, TRPC6 inh inactive, ANO1 block inactive, TRPC4 potent inactive, MrgX1 agonist inactive, MrgX1 antag inactive and TMEM16A act inactive.
Screening C=CCn1c(SCCCCCC)nc(O)cc1=O returned TRPC6 activator inactive, RGS4 block inactive, MrgX1 PAM inactive, TRPC4 inh inactive, TRPC4 act inactive, TRPC6 inh inactive, ANO1 block inactive, TRPC4 potent inactive, MrgX1 agonist inactive, MrgX1 antag inactive and TMEM16A act inactive.
`CCc1ccc(NC(=O)CSc2nnc(-c3ccccn3)n2C)cc1` gave TRPC6 activator inactive, RGS4 block inactive, MrgX1 PAM inactive, TRPC4 inh inactive, TRPC4 act inactive, TRPC6 inh inactive, ANO1 block inactive, TRPC4 potent inactive, MrgX1 agonist inactive, MrgX1 antag inactive and TMEM16A act inactive.
Screening Cc1ccc(CCNC(=O)CCn2c(=O)c3cccn3c3ccc(F)cc32)cc1 returned TRPC6 activator inactive, RGS4 block inactive, MrgX1 PAM inactive, TRPC4 inh inactive, TRPC4 act inactive, TRPC6 inh inactive, ANO1 block inactive, TRPC4 potent inactive, MrgX1 agonist inactive, MrgX1 antag inactive and TMEM16A act inactive.
For CC(C)C(NC(=O)/C=C/c1ccc(F)cc1)C(C)C the results were TRPC6 activator inactive, RGS4 block inactive, MrgX1 PAM inactive, TRPC4 inh inactive, TRPC4 act inactive, TRPC6 inh -6.92*, ANO1 block inactive, TRPC4 potent inactive, MrgX1 agonist inactive, MrgX1 antag inactive and TMEM16A act inactive.
For CCOc1ccc(/C=N/Nc2nc(C)cs2)c(O)c1 the results were TRPC6 activator inactive, RGS4 block inactive, MrgX1 PAM inactive, TRPC4 inh inactive, TRPC4 act inactive, TRPC6 inh inactive, ANO1 block inactive, TRPC4 potent inactive, MrgX1 agonist inactive, MrgX1 antag inactive and TMEM16A act inactive.
Screening CCCc1cnc(N2CCN(C(=O)c3c(-c4ccccc4)noc3C)CC2)nc1 returned TRPC6 activator inactive, RGS4 block inactive, MrgX1 PAM inactive, TRPC4 inh inactive, TRPC4 act inactive, TRPC6 inh inactive, ANO1 block inactive, TRPC4 potent inactive, MrgX1 agonist inactive, MrgX1 antag inactive and TMEM16A act inactive.
`Clc1ccc(CN=C(Nc2ccccc2)NC2CCCCC2)cc1` gave TRPC6 activator inactive, RGS4 block inactive, MrgX1 PAM inactive, TRPC4 inh inactive, TRPC4 act inactive, TRPC6 inh inactive, ANO1 block inactive, TRPC4 potent inactive, MrgX1 agonist inactive, MrgX1 antag inactive and TMEM16A act inactive.
Screening COC(CNc1cc(=O)oc2ccccc12)OC returned TRPC6 activator inactive, RGS4 block inactive, MrgX1 PAM inactive, TRPC4 inh inactive, TRPC4 act inactive, TRPC6 inh inactive, ANO1 block inactive, TRPC4 potent inactive, MrgX1 agonist inactive, MrgX1 antag inactive and TMEM16A act inactive.
O=C(CN1CCCc2ccccc21)NCCc1ccc(Cl)cc1 was read as TRPC6 activator inactive, RGS4 block inactive, MrgX1 PAM inactive, TRPC4 inh inactive, TRPC4 act inactive, TRPC6 inh inactive, ANO1 block inactive, TRPC4 potent inactive, MrgX1 agonist inactive, MrgX1 antag inactive and TMEM16A act inactive.
For CC(C)COC(=O)CNc1n[nH]c(=S)[nH]c1=O the results were TRPC6 activator inactive, RGS4 block inactive, MrgX1 PAM inactive, TRPC4 inh inactive, TRPC4 act inactive, TRPC6 inh inactive, ANO1 block inactive, TRPC4 potent inactive, MrgX1 agonist inactive, MrgX1 antag inactive and TMEM16A act inactive.
Screening CC1=C(C(=O)OCCOc2ccccc2)C(c2ccsc2)NC(=O)N1C (stereo not given) returned TRPC6 activator inactive, RGS4 block inactive, MrgX1 PAM inactive, TRPC4 inh inactive, TRPC4 act inactive, TRPC6 inh inactive, ANO1 block inactive, TRPC4 potent inactive, MrgX1 agonist inactive, MrgX1 antag inactive and TMEM16A act inactive.
For CCC(c1nnnn1CS(=O)(=O)c1ccc(C)cc1)N1CCN(c2nc3ccccc3s2)CC1 (stereo not given) the results were TRPC6 activator inactive, RGS4 block inactive, MrgX1 PAM inactive, TRPC4 inh inactive, TRPC4 act inactive, TRPC6 inh inactive, ANO1 block inactive, TRPC4 potent inactive, MrgX1 agonist inactive, MrgX1 antag inactive and TMEM16A act inactive.
For Cc1ncc(CN2CCCCC2C(=O)Nc2ccc(Oc3ccccc3)nc2)cn1 (stereo not given) the results were TRPC6 activator inactive, RGS4 block inactive, MrgX1 PAM inactive, TRPC4 inh inactive, TRPC4 act inactive, TRPC6 inh inactive, ANO1 block inactive, TRPC4 potent inactive, MrgX1 agonist inactive, MrgX1 antag inactive and TMEM16A act inactive.
For CCN(CC)S(=O)(=O)c1ccc(C)c(NC(=O)c2cc(C)oc2C)c1 the results were TRPC6 activator inactive, RGS4 block inactive, MrgX1 PAM inactive, TRPC4 inh inactive, TRPC4 act inactive, TRPC6 inh inactive, ANO1 block inactive, TRPC4 potent inactive, MrgX1 agonist inactive, MrgX1 antag inactive and TMEM16A act inactive.
`Cc1ccc(C(C)C)c(OCc2nnc(SCC(=O)Nc3ncc(C)s3)n2C)c1` gave TRPC6 activator inactive, RGS4 block inactive, MrgX1 PAM inactive, TRPC4 inh inactive, TRPC4 act inactive, TRPC6 inh inactive, ANO1 block inactive, TRPC4 potent inactive, MrgX1 agonist inactive, MrgX1 antag inactive and TMEM16A act inactive.
